Source: PubChem BioAssay (several laboratories)
NCF1 inh = p47phox (human) inhibition. inhibition, % at 24.7 µM. p47phox/p22phox peptide binding, fluorescence polarization, 2 h. AID 1274. P14598. 220,000 compounds, 0.53% hits;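 further: 0% = p47phox with labelled peptide and 100% = labelled peptide alone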
thrombin 1536 = thrombin (human) inhibition; P00734; alpha-thrombin, Boc-VPR-AMC fluorogenic substrate cleavage; inhibition, % at 5 µM; 220,000 compounds, 0.26% hits;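 active means inhibition at or above 40%; inactive means inhibition below 40%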;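 further: 0% = enzyme with no compound and 100% = wells without enzyme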
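signal = AMC fluorescence, 355/460 nm | material = human alpha-thrombin enzyme | control set = enzyme without compound as high, wells lacking enzyme as low | times = reaction at room temperature | read-out basis = percent inhibition scaled between no-compound controls and no-enzyme blanks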
EBV gp42 inh = inhibitors of Epstein-Barr virus glycoprotein 42 | Q1HVG2 | Fluorescence polarization binding assay, mP read-out | inhibition, % (tested at 21.74 µM) | 220,000 compounds, 0.42% hits; in the data active means inhibition above about 50%
KCC2 mod = modulators of human KCC2 chloride dependent transport. B-score of Tl+ flux slope (higher = more flux/activation; lower = inhibition) at 10 µM. Q9H2X9. 190,000 compounds, 2.2% hits. KCC2 cells, thallium flux FluoZin-2 fluorescence. AID 1456;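 active means thallium flux slope and its plate-corrected score both differing from the plate sample mean at a set confidence after two filtering rounds, in either direction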;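 further: slope of fluorescence scaled to starting intensity during 10 to 20 s after thallium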
Target sequence (Q9H2X9 whole entry, looked up): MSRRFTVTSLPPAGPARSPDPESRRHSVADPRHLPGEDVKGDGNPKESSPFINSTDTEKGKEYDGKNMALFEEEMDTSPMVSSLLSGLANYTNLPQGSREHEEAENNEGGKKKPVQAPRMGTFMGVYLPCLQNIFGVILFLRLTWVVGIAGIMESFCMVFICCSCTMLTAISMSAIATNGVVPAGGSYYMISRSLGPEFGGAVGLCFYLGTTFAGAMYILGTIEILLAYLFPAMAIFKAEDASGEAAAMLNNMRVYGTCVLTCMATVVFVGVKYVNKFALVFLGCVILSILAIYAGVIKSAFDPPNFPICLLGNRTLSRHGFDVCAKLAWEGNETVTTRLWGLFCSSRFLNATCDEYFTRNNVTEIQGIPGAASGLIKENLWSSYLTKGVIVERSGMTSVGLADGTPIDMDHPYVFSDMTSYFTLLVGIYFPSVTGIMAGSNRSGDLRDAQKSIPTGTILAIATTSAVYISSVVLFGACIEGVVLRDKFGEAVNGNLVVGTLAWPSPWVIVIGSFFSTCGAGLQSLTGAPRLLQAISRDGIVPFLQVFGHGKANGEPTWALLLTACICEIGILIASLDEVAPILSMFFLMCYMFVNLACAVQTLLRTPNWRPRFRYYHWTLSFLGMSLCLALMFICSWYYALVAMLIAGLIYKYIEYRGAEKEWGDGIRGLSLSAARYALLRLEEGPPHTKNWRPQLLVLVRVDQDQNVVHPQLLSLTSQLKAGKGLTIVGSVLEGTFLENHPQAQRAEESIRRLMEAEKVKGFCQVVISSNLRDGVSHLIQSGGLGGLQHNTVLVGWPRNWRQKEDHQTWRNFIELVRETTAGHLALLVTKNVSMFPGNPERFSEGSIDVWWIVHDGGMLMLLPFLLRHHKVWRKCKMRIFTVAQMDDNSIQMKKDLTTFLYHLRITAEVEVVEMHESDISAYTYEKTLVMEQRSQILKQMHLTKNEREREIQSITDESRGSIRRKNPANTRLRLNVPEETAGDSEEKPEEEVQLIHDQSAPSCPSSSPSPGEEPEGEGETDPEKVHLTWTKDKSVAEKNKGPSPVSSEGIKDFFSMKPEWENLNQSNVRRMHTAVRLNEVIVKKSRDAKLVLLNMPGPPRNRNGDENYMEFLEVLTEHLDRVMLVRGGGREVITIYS
eIF4E 4G PPI = blocks eIF4E binding to eIF4G; inhibition, % at 21.7 µM; 220,000 compounds, 0.37% hits; TR-FRET eIF4E-eIF4GI(517-606) binding, 2 h;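 further: 0% = full FRET control wells and 100% = background wells lacking eIF4GI fragment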
14-3-3 Bad PPI = disrupts binding of bovine 14-3-3 zeta to phospho-Bad peptide; inhibition, % at 21.7 µM; TR-FRET 14-3-3zeta/Dy647-pBad peptide displacement, 1 h; P63103; 220,000 compounds, 0.71% hits;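 active means inhibition above about 70%, limit read from the data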;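 further: 0% = full 14-3-3 plus peptide FRET controls and 100% = background without 14-3-3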
KLK5 inh = inhibitors of human kallikrein 5 | 210,000 compounds, 0.59% hits | Q9Y337 | recombinant hK5, fluorogenic AMC substrate cleavage | AID 873 | inhibition, % at 5 µM;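 active means inhibition of 40% or more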;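 further: 0% = enzyme controls without compound and 100% = no-enzyme blanks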
Furin inh = inhibitors of human furin; P09958; purified furin, fluorogenic substrate cleavage; inhibition, % at 30 µM; 220,000 compounds, 0.061% hits; AID 463115; in the data active means inhibition above about 25%; further: inactives centre near -15
Rad51 HR inh = blocks human Rad51 in homologous recombination | Q06609 | hRad51 DNA strand exchange, fluorescence dequenching | inhibition, % at 10 µM | 200,000 compounds, 0.085% hits | AID 1385;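 active means inhibition above 40% at the single screening dose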;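 further: 0% = DMSO control wells and 100% = blanks with heterologous ssDNA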
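Assay system: Human Rad51 nucleoprotein filaments preassembled on unlabelled ssDNA | Reagent: Donor/quencher-labelled 47-bp dsDNA substrate | Doses: One concentration, 10 µM final | Times: 37 °C 15-min filament assembly, 30-min compound preincubation, 15-min exchange | Technique: Fluorescein emission 520 nm, excitation 485 nm | Benchmarks: Plate control and blank wells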
Numbers without * were called inactive; [ ] = another dose, or the depositor's remark.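 How the source made its calls, unless noted: active means inhibition above about 30% (limit read from the data); inactive means the rest.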 Hits appear at their usual frequency, and some 4.7% of all compounds hit somewhere here.

What do the screens show for `CCc1ccc(S(=O)(=O)N2CC(=O)Nc3ccccc32)cc1`?
NCF1 inh: -1; thrombin 1536: -3; EBV gp42 inh: 7; eIF4E 4G PPI: 2; 14-3-3 Bad PPI: -9; KLK5 inh: -9; Furin inh: -21[20 µM]; Rad51 HR inh: -8

What do the screens show for `Cc1cc(C)c(C#N)c(SCS(=O)Cc2ccccc2)n1` (stereo unspecified)?
NCF1 inh: -8; thrombin 1536: -3; EBV gp42 inh: -1; eIF4E 4G PPI: -2; 14-3-3 Bad PPI: -4; KLK5 inh: -11; Furin inh: -11; Rad51 HR inh: 1

Results for Cc1cc(C)nc(N(C#N)Cc2ccccc2C)n1 ?
NCF1 inh: 25; thrombin 1536: -11; EBV gp42 inh: -2; KCC2 mod: 0.031; eIF4E 4G PPI: 4; 14-3-3 Bad PPI: 9; KLK5 inh: -4; Furin inh: -21; Rad51 HR inh: 4

What do the screens show for `COc1ccc([N+](=O)[O-])cc1NC(=O)c1ccc(CN(c2ccccc2)S(C)(=O)=O)cc1`?
NCF1 inh: -14; thrombin 1536: -6; EBV gp42 inh: 4; KCC2 mod: -1.2; eIF4E 4G PPI: 20; 14-3-3 Bad PPI: 1[fluorescence artefact?]; KLK5 inh: -11; Furin inh: -7; Rad51 HR inh: 7

What do the screens show for `O=C(NC1CCCCCC1)C1CCN(S(=O)(=O)c2ccc(F)cc2)CC1`?
NCF1 inh: -5; thrombin 1536: 3; EBV gp42 inh: -20; KCC2 mod: -0.0061; eIF4E 4G PPI: -6; 14-3-3 Bad PPI: -3[fluorescence artefact?]; KLK5 inh: -2; Furin inh: -19; Rad51 HR inh: -2

Results for Cc1ccc(CCN2CC(C(=O)N3CCN(c4ccc(F)cc4)CC3)CC2=O)cc1 (stereo unspecified) ?
NCF1 inh: -15; thrombin 1536: 5; EBV gp42 inh: -19; KCC2 mod: -1.6; eIF4E 4G PPI: 3; 14-3-3 Bad PPI: 0; KLK5 inh: 19; Furin inh: -14[20 µM]; Rad51 HR inh: -7

What do the screens show for `COc1ccc(OC)c(C2CC(=O)c3c([nH]c(C(=O)OC(C)C)c3C)C2)c1` (stereo unspecified)?
NCF1 inh: -10; thrombin 1536: -2; EBV gp42 inh: -2; KCC2 mod: 0.46; eIF4E 4G PPI: -3; 14-3-3 Bad PPI: -2; KLK5 inh: -5; Furin inh: -31; Rad51 HR inh: -5

What do the screens show for `O=C(Nc1ccc(Cl)cc1)/C(=C/c1cccc(O)c1)c1nc2ccccc2s1`?
NCF1 inh: -13; thrombin 1536: -1; EBV gp42 inh: -21; KCC2 mod: 1.1; eIF4E 4G PPI: -2[fluorescence artefact?]; 14-3-3 Bad PPI: -18; KLK5 inh: -21; Furin inh: -5; Rad51 HR inh: -12

How did COCCNCCCCOc1ccc(Br)cc1C do in these assays?
NCF1 inh: 15; thrombin 1536: -5; EBV gp42 inh: -18; KCC2 mod: -0.56; eIF4E 4G PPI: -2; 14-3-3 Bad PPI: 12[fluorescence artefact?]; KLK5 inh: -20; Furin inh: -16; Rad51 HR inh: 8

How did Cc1[nH]c2ccccc2c1/C=N/NC(=O)c1cccs1 do in these assays?
NCF1 inh: -16; thrombin 1536: -4; EBV gp42 inh: -20; KCC2 mod: 0.14; eIF4E 4G PPI: 1; 14-3-3 Bad PPI: -8; KLK5 inh: -2; Furin inh: -4; Rad51 HR inh: -4

What do the screens show for `N#CC1=C(N)Oc2cc(O)ccc2C1c1cccs1` (stereo unspecified)?
NCF1 inh: -24; thrombin 1536: -2; EBV gp42 inh: -5; KCC2 mod: -0.5; eIF4E 4G PPI: -21; 14-3-3 Bad PPI: -9; KLK5 inh: -22; Furin inh: -16; Rad51 HR inh: -14

What do the screens show for `CC(C)CCNC(=O)CSc1nc2ccsc2c(=O)n1NC(=O)c1ccccc1`?
NCF1 inh: -20; thrombin 1536: -16; EBV gp42 inh: -10; KCC2 mod: 0.63; eIF4E 4G PPI: 1; 14-3-3 Bad PPI: 6; KLK5 inh: -1; Furin inh: -31[20 µM]; Rad51 HR inh: -2

What do the screens show for `CCCCCc1c(C)nc(Nc2nc(C)c3cc(OC)ccc3n2)[nH]c1=O`?
NCF1 inh: -4; thrombin 1536: 1; EBV gp42 inh: -14; eIF4E 4G PPI: 3[fluorescence artefact?]; 14-3-3 Bad PPI: 0[fluorescence artefact?]; KLK5 inh: 5; Furin inh: 2; Rad51 HR inh: 9

Results for Cc1ccc(P(=O)(O)c2ccc(C)cc2)cc1 ?
NCF1 inh: 65*; thrombin 1536: -2; EBV gp42 inh: -16; KCC2 mod: 0.6; KLK5 inh: -7; Furin inh: -25; Rad51 HR inh: -38

How did NC(=O)NC(=O)c1nccnc1C(=O)O do in these assays?
NCF1 inh: -12; thrombin 1536: -3; EBV gp42 inh: -18; KCC2 mod: 0.73; eIF4E 4G PPI: 3; 14-3-3 Bad PPI: 7; KLK5 inh: -8; Furin inh: -14; Rad51 HR inh: 12

Overlap with the part before: four compounds, then new ones.
What do the screens show for `CC(C)CCNC(=O)CSc1nc2ccsc2c(=O)n1NC(=O)c1ccccc1`?
NCF1 inh: -20; thrombin 1536: -16; EBV gp42 inh: -10; KCC2 mod: 0.63; eIF4E 4G PPI: 1; 14-3-3 Bad PPI: 6; KLK5 inh: -1; Furin inh: -31[20 µM]; Rad51 HR inh: -2

What do the screens show for `CCCCCc1c(C)nc(Nc2nc(C)c3cc(OC)ccc3n2)[nH]c1=O`?
NCF1 inh: -4; thrombin 1536: 1; EBV gp42 inh: -14; eIF4E 4G PPI: 3[fluorescence artefact?]; 14-3-3 Bad PPI: 0[fluorescence artefact?]; KLK5 inh: 5; Furin inh: 2; Rad51 HR inh: 9

Results for Cc1ccc(P(=O)(O)c2ccc(C)cc2)cc1 ?
NCF1 inh: 65*; thrombin 1536: -2; EBV gp42 inh: -16; KCC2 mod: 0.6; KLK5 inh: -7; Furin inh: -25; Rad51 HR inh: -38

How did NC(=O)NC(=O)c1nccnc1C(=O)O do in these assays?
NCF1 inh: -12; thrombin 1536: -3; EBV gp42 inh: -18; KCC2 mod: 0.73; eIF4E 4G PPI: 3; 14-3-3 Bad PPI: 7; KLK5 inh: -8; Furin inh: -14; Rad51 HR inh: 12

How did COc1ccc(-c2c(C)oc3c(CN4CCN(CCO)CC4)c(O)ccc3c2=O)cc1OC do in these assays?
NCF1 inh: -5; thrombin 1536: 0; EBV gp42 inh: 1; KCC2 mod: -0.21; eIF4E 4G PPI: 4; 14-3-3 Bad PPI: 1; KLK5 inh: -26; Furin inh: -21

Results for O=C(COC(=O)c1cccs1)Nc1ccccc1 ?
NCF1 inh: 1; thrombin 1536: -4; EBV gp42 inh: -5; KCC2 mod: 0.39; eIF4E 4G PPI: 4; 14-3-3 Bad PPI: 2; KLK5 inh: 3; Furin inh: -23; Rad51 HR inh: -9

What do the screens show for `CCOC(=O)C1=C(c2ccccc2)Nc2ncnn2C1c1ccc(C(=O)O)cc1` (stereo unspecified)?
NCF1 inh: -9; thrombin 1536: -5; EBV gp42 inh: -15; KCC2 mod: 1.2; eIF4E 4G PPI: 3; 14-3-3 Bad PPI: 3; KLK5 inh: -6; Furin inh: -8; Rad51 HR inh: 4

What do the screens show for `CC(C)[C@@H]1NC(=O)c2cc([N+](=O)[O-])cc(I)c2NCCC[C@@H](C(=O)NC(CC(=O)O)C(N)=O)NC(=O)[C@H](CO)NC1=O` (stereo partly specified)?
NCF1 inh: 1; thrombin 1536: -4; EBV gp42 inh: 1; KCC2 mod: -0.13; eIF4E 4G PPI: -1[fluorescence artefact?]; 14-3-3 Bad PPI: 8; KLK5 inh: -13; Furin inh: -13; Rad51 HR inh: -9

Results for COCC1CCN(Cc2cn(Cc3ccccc3)nc2-c2cc3ccccc3o2)CC1 ?
NCF1 inh: -9; thrombin 1536: -14; EBV gp42 inh: 13; KCC2 mod: 0.032; eIF4E 4G PPI: 0; 14-3-3 Bad PPI: 3; KLK5 inh: 0; Furin inh: -15; Rad51 HR inh: 5

What do the screens show for `Cc1c(C(=O)NCc2ccc(F)cc2)c(-c2ccccc2)nn1-c1ccccc1`?
NCF1 inh: -6; thrombin 1536: 3; EBV gp42 inh: -11; KCC2 mod: -0.012; eIF4E 4G PPI: -3; 14-3-3 Bad PPI: -14; KLK5 inh: 2; Furin inh: 4[20 µM]; Rad51 HR inh: 5

Results for COc1ccc(CN2C(=O)CC(C(=O)NCCc3ccc(S(N)(=O)=O)cc3)SC2=Nc2ccccc2)cc1 (stereo unspecified) ?
NCF1 inh: -6; thrombin 1536: -4; EBV gp42 inh: -3; KCC2 mod: 0.047; eIF4E 4G PPI: 0; 14-3-3 Bad PPI: 1; KLK5 inh: 15; Furin inh: -15; Rad51 HR inh: 1

How did Cc1ccc(NC(=O)CCNC(=O)c2ccco2)cc1F do in these assays?
NCF1 inh: -7; thrombin 1536: 3; EBV gp42 inh: -19; KCC2 mod: 0.21; eIF4E 4G PPI: 2; 14-3-3 Bad PPI: -5; KLK5 inh: 5; Furin inh: -19; Rad51 HR inh: 13

How did NC(=S)N=Nc1c(O)n(CCCl)c2ccc(Br)cc12 do in these assays?
NCF1 inh: -3; thrombin 1536: -2; EBV gp42 inh: -12; KCC2 mod: 29*; eIF4E 4G PPI: 1; 14-3-3 Bad PPI: -5; KLK5 inh: 2; Furin inh: -20; Rad51 HR inh: 5

Results for CCCn1c(SCC(=O)Nc2sc(C)c(C)c2C(=O)OCC)nc2c1c(=O)n(C)c(=O)n2C ?
NCF1 inh: -12; thrombin 1536: 0; EBV gp42 inh: -21; KCC2 mod: 1.6; eIF4E 4G PPI: -11; 14-3-3 Bad PPI: -8; KLK5 inh: -15; Furin inh: -2; Rad51 HR inh: -2

What do the screens show for `COc1cccc(NC(=S)C(C#N)=C2N(C)c3ccccc3N2C)c1`?
NCF1 inh: -21; thrombin 1536: -3; EBV gp42 inh: -18; KCC2 mod: 0.3; eIF4E 4G PPI: -2; 14-3-3 Bad PPI: -14; KLK5 inh: 1; Furin inh: -22

How did Cc1cc(C)c(C#N)c(SCC(=O)c2ccc(Cl)cc2Cl)n1 do in these assays?
NCF1 inh: -15; thrombin 1536: -1; EBV gp42 inh: -14; KCC2 mod: 0.51; eIF4E 4G PPI: -2; 14-3-3 Bad PPI: -4; KLK5 inh: 3; Furin inh: -13[20 µM]

What do the screens show for `CCO[C@H]1OC(C(=O)NCc2nc3ccccc3[nH]2)=C[C@@H](C)[C@@H]1CCCO`?
NCF1 inh: -2; thrombin 1536: -1; EBV gp42 inh: -12; KCC2 mod: 0.36; eIF4E 4G PPI: 2; 14-3-3 Bad PPI: -5; KLK5 inh: -2; Furin inh: -15; Rad51 HR inh: -2

What do the screens show for `O=C(CCSc1nnc(-c2ccco2)o1)Nc1ccc(Cl)cc1`?
NCF1 inh: -4; thrombin 1536: 0; EBV gp42 inh: -6; KCC2 mod: -0.044; eIF4E 4G PPI: 1; 14-3-3 Bad PPI: 6; KLK5 inh: 15; Furin inh: -13; Rad51 HR inh: -2

How did CCCCCCC1(C)NC(=S)N(c2ccccc2)N1 (stereo unspecified) do in these assays?
NCF1 inh: 18; thrombin 1536: 4; EBV gp42 inh: 19; KCC2 mod: -0.072; eIF4E 4G PPI: -2; 14-3-3 Bad PPI: -7; KLK5 inh: 4; Furin inh: -11; Rad51 HR inh: 10
